EBI2 block = antagonists of human EBI2 receptor; EBI2 beta-arrestin recruitment, luminescence, 7a,25-OHC stimulated; inhibition, % at 5 µM; actives 0.81% (n = 360,000); P32249; in the data active means inhibition above about 38%;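 further: enzyme fragment complementation signal reports receptor beta-arrestin coupling in cells; 0% = agonist plus DMSO wells and 100% = wells without agonist; some results beyond the cut were filed as inactive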
GRIN3A LBD mod = modulators (binders) of human NR3A ligand-binding domain | Tm shift relative to glycine control, % at 25 µM | AID 1259313 | NR3A LBD differential scanning fluorimetry, Tm shift; 0% = protein alone, 100% = glycine-bound protein | actives 2.5% (n = 340,000);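 active means melting temperature shift of at least 10% of the positive control shift, at one fixed dose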
MPTP block = permeability transition pore inhibition | AID 602449 | inhibition, % at 10 µM | actives 1.4% (n = 360,000) | isolated mouse mitochondria, Ca2+ swelling absorbance, 30 min;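 active means inhibition of 50% or more, scaled per plate between neutral and stimulator controls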;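 further: 0% = DMSO wells given calcium and 100% = 1 mM EGTA wells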
APOBEC3A inh = inhibitors of human APOBEC3A DNA deaminase; P31941; recombinant A3A, FAM/TAMRA ssDNA deamination fluorescence; inhibition, % at 20 µM; actives 0.41% (n = 330,000); AID 493011;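 active means at least 40% inhibition at 20 µM here, with at most 30% in a related deaminase screen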;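 further: plate controls were A3A with DMSO for no effect and wells lacking A3A enzyme for full effect; some results filed as inactive read as strong as hits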
Target sequence (P31941 whole entry, looked up): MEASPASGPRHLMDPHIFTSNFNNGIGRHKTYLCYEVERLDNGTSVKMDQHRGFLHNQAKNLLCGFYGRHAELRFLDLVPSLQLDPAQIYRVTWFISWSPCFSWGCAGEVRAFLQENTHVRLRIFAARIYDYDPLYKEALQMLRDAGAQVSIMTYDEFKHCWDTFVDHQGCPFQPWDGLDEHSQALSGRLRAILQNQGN
A3G deaminase = APOBEC3G (human) deaminase inhibition; Q9HC16; actives 0.28% (n = 330,000); recombinant A3G, ssDNA deamination FAM/TAMRA fluorescence; inhibition, % at 20 µM;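 active means inhibition of at least 40% at 20 µM, with no more than 30% in the related APOBEC3A deaminase screen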;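 further: plate controls were DMSO wells with A3G for no effect and wells lacking A3G enzyme for full effect; some compounds called inactive have numbers as strong as hits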
Target sequence (Q9HC16 whole entry, looked up): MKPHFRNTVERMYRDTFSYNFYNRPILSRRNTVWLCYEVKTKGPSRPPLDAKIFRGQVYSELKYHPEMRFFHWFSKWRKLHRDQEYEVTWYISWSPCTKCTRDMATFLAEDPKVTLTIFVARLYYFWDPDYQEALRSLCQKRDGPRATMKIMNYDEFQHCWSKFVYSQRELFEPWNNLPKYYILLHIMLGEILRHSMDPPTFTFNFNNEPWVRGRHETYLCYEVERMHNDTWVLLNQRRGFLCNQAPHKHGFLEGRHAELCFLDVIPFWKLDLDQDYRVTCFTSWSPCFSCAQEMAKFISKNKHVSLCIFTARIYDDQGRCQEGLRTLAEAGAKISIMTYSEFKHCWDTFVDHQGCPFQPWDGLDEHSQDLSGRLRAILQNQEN
CCR6 antag = blocks CCL20-driven beta-arrestin recruitment at human CCR6; P51684; CHO-K1 CCR6 PathHunter beta-arrestin, luminescence, CCL20-stimulated; inhibition, % at 20 µM; actives 0.49% (n = 340,000); AID 493098;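 active means compounds whose inhibition of the agonist-driven luminescence signal at 20 µM reaches about 50%, limit read from the data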;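 further: cells stimulated with CCL20 at 14 nM final; plate controls were DMSO with CCL20 for no effect and DMSO without agonist for full effect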
Gli-Sufu block = blocks Gli-Sufu signaling in a luciferase reporter. inhibition, % at 5 µM. Sufu-KO-LIGHT fibroblasts, Gli luciferase reporter luminescence. actives 0.74% (n = 340,000);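 active means inhibition above about 55%, limit read from the data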;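 further: 0% = DMSO-treated cells and 100% = wells with medium but no cells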
CXCR6 inh = CXCR6 (human) receptor inhibition. AID 602244. O00574. CHO-K1 PathHunter CXCR6 beta-arrestin, luminescence. actives 0.36% (n = 360,000). inhibition, % at 20 µM; in the data active means inhibition above about 34%, passing the limit was not always enough;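 further: antagonist mode with CXCL16 agonist at 10 nM final; 0% = 10 nM CXCL16 with DMSO and 100% = unstimulated wells without agonist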
Target sequence (O00574 whole entry, looked up): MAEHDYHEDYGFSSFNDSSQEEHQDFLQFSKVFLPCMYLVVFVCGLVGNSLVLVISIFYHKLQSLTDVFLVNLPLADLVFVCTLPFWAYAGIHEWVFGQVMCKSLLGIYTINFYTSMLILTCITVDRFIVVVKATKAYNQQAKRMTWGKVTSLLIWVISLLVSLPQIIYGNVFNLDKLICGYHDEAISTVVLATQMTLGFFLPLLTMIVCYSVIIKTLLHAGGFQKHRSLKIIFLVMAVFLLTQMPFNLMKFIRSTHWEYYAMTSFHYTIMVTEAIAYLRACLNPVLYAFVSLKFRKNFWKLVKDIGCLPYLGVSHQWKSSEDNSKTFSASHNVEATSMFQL
The depositor's hits bear a star; / = not tested or not shown.

No.	mol	EBI2 block	GRIN3A LBD mod	MPTP block	APOBEC3A inh	A3G deaminase	CCR6 antag	Gli-Sufu block	CXCR6 inh
1	Cc1cc(OCC(F)(F)C(F)(F)C(F)(F)C(F)(F)C(F)(F)C(F)F)nc(N)n1	-34	-6	45	3	-1	1	5	-7
2	CC(C)(C)[C@H](N)C(=O)N[C@H]1CCC2C3CC=C4C[C@@H](O)CC[C@]4(C)C3CC[C@@]21C (some centres undefined)	-5	-1	2.2	-3	-10	9	-3	-4
3	CC(=O)Nc1ccc(NC(=O)COC(=O)/C(=C/c2ccccc2)n2nnnc2C)cc1	-23	-2	0.0	0	-6	11	-6	-3
4	COc1cc(NC(=O)c2cc([N+](=O)[O-])ccc2N2CCOCC2)ccc1NC(=O)c1ccco1	55*	1	-0.3	-4	-4	15	33	-2
5	O=C1[C@@H]2Cc3c([nH]c4ccccc34)C(c3ccc([N+](=O)[O-])cc3)N2C(=O)CN1C1CC1 (some centres undefined)	25	2	0.4	0	-3	0	34	7
6	O=C(Nc1ccc2c(c1)OCCO2)C1CCCN(S(=O)(=O)Cc2ccccc2)C1 (centres undefined)	4	3	-0.5	-3	-1	-4	-9	-2
7	O=C(Cc1ccc(Br)cc1)Nc1ccc(S(=O)(=O)N2CCCC2)cc1	4	/	-0.2	-3	-3	/	/	-8
8	N#Cc1cccc(CSc2ncnc(N)n2)c1	2	-5	0.3	-6	-7	-1	14	-9
9	Cc1ccc(NC(=O)CCSc2ccccn2)cc1	-2	8	1.9	-4	-7	-7	-45	0
10	CC1CCN(S(=O)(=O)c2c[nH]c(=O)[nH]c2=O)CC1	0	-2	-0.9	1	-7	9	-7	1
11	COc1ccc(CCNS(=O)(=O)c2ccc(-n3cnnn3)c(OC)c2)cc1OC	3	0	2.7	-1	-3	-4	15	7
12	Cc1ccc(NCCC#N)cc1C	-11	-4	33	-8	-13	-6	-10	-7
13	c1cnc2ccc3ncccc3c2c1	-8	0	-0.8	-5	-3	-3	-8	-9
14	O=C1CC2(CCN(C(=O)COc3ccc(F)cc3)CC2)Oc2ccccc21	18	-1	0.9	0	-3	14	9	13
15	COc1ccccc1NC(=O)CCCn1c(=S)[nH]c2ccccc2c1=O	-8	-1	0.8	-1	-8	-2	-27	-8
16	O=C(CSc1ccc(-c2ccccn2)nn1)NCc1ccc(F)cc1	-9	-1	0.6	-1	-9	3	-2	2
17	COc1ccc(Oc2nc3ccccc3n3cccc23)cc1	-8	0	0.8	-1	-6	-8	1	3
18	CC1(C)Cc2cccc(OCC(=O)Nc3cc(C(F)(F)F)ccc3N3CCOCC3)c2O1	6	1	-0.3	1	-1	3	10	3
19	C=CCC1(CC=C)CCCN1C(=O)Cn1nnnc1CN(C)C(C)C	-3	4	-0.8	-1	-2	16	-2	14
20	NC(=O)CC(NC(=O)c1cccc(Br)c1)c1ccc(N2CCC(N3CCCCC3)CC2)c([N+](=O)[O-])c1 (centres undefined)	-3	-2	-1.4	2	-3	-7	-1	4
21	O=C1CCc2cc(S(=O)(=O)NC(Cc3ccccc3)C(=O)N3CCN(c4ccccn4)CC3)ccc2N1 (centres undefined)	5	-1	-1.3	5	-2	1	19	8
22	O=C(CSc1nc2ccccc2o1)N/N=C/c1ccc(C(=O)O)cc1	-2	1	-0.4	2	-1	0	-12	6
23	COc1ccc(-c2nnc(N3CCOCC3)c3ccccc23)cc1	0	0	4.0	-2	2	7	-2	-8
24	CC(C)CCN1C(=O)c2ccc(C(=O)Nc3ccc(O)cc3C(=O)O)cc2C1=O	7	8	0.0	-4	-8	-2	0	14
25	O=S1(=O)CCOC[C@H](Cc2ccccc2)N1Cc1cccc(F)c1	-2	5	0.3	-1	-13	6	4	10
26	O=C(COC(=O)C1CC(O)CN1S(=O)(=O)c1ccc(Cl)cc1)c1ccccc1 (centres undefined)	-2	-3	0.7	-3	-6	1	-1	0
27	CCOC(=O)C1CCN(S(=O)(=O)c2ccc3c(c2)NC(=O)CS3)CC1	-2	0	-0.7	1	6	-5	39	0
28	CS(=O)(=O)N1CCc2cc(S(=O)(=O)N3CCN(Cc4ccc5c(c4)OCO5)CC3)ccc21	-9	4	0.0	1	-2	13	15	-6
29	O=C(Nc1ccc(N2CCCC2)c(S(=O)(=O)Nc2cccc(C(F)(F)F)c2)c1)c1cccs1	13	30*	74*	1	-6	19	8	12
30	Nc1ccc(C2=Nc3cccc4cccc(c34)N2)cc1	-12	-2	1.4	/	/	-18	7	-4
31	CCOC(=O)c1cnc(SCc2nc(N)nc(Nc3ccccc3)n2)nc1N	2	-6	-1.0	0	-1	1	0	-5
32	Cc1cccc(C(=O)N2CCN(S(=O)(=O)c3ccc4c(c3)OCCCO4)CC2)c1[N+](=O)[O-]	-5	5	0.0	-2	-8	12	5	7
33	O=C(NNc1nc2cc3c(cc2s1)OCCO3)c1ccc(F)cc1	-13	-1	0.7	-3	-5	-5	-20	-8
34	O=C(Cc1cccc(NC(=O)C2CCCN(C(=O)c3ccccc3)C2)c1)Nc1cccc(C(=O)N2CCOCC2)c1 (centres undefined)	-11	1	3.6	/	/	0	3	-4
35	CC(C)C[C@H](NC(=O)N1CCn2c1nc1ccccc12)C(=O)NCc1ccco1	-7	-3	-1.9	2	0	5	0	9
36	O=C(NCc1cccs1)C1CCN(c2nc3ccccc3o2)CC1	-6	0	-0.8	-1	-6	-2	17	-1
37	CC1CN(S(=O)(=O)c2ccc(-c3nc4ccccc4s3)cc2)CC(C)O1 (centres undefined)	-2	1	0.3	-4	-9	-14	2	1
38	COc1cc(OC)cc(C(=O)OCC(=O)c2cc(C)n(CC3CCCO3)c2C)c1 (centres undefined)	-2	0	0.5	0	-10	8	1	8
39	O=C(COC(=O)CCC(=O)c1cccs1)NCc1cccs1	0	0	2.1	2	-2	8	10	-7
40	COc1ccc(C(=O)N2CCCC(CNC(=O)c3ccc(F)cc3)C2)cc1OC (centres undefined)	-10	1	-1.9	-8	-7	-2	7	-1
41	Cc1cc(Br)ccc1N=C1C(=O)Nc2ccccc21	8	1	-0.2	-3	-3	30	7	23
42	O=c1cc(N2CCc3ccccc3C2)[nH]c(=O)n1C1CCCCC1	-7	-1	3.5	5	-4	29	-16	2
43	Cc1ccccc1NC(=O)c1cc(S(=O)(=O)Nc2cccc(C(=O)O)c2)ccc1Cl	-11	0	-0.2	4	-3	6	-2	-1
44	O=C(O)c1ccccc1C(=O)N1CCN(c2ncccn2)CC1	1	0	-2.0	/	/	1	1	-7
45	Cc1ccnc2nc(C(=O)OC(C)C(=O)NCc3ccccc3)nn12 (centres undefined)	-16	3	7.5	-4	-6	7	1	0
46	NS(=O)(=O)c1ccc(CCNC(=O)c2cccc(OC(F)F)c2)cc1	-2	-1	0.4	0	-6	-2	14	1
47	Cc1ccccc1C(=O)NC(=S)Nc1ccc(N2CCOCC2)cc1	1	-2	0.1	-4	-5	13	-6	2
48	CCN1C(=O)C(Cc2nc3ccccc3c(=O)n2-c2ccccc2)c2ccccc21 (centres undefined)	17	-2	5.0	1	-3	12	6	7
49	CCOc1ccc(-n2c(SCC(=O)Nc3ccc4c(c3)OCO4)nc3ccccc3c2=O)cc1	15	-6	1.6	5	-3	10	-3	9
50	CC(C)Cc1ccc(C(=O)NCc2ccc3c(c2)OCO3)o1	-17	-1	-0.2	1	18	19	/	10
51	O=C(CSc1nc2ccccc2c(=O)n1CC1CCCO1)NCc1ccc2c(c1)OCO2 (centres undefined)	4	1	-2.3	9	12	1	14	8
52	CCn1nnnc1SCC(=O)Nc1ccc(N(C)C)cc1	-5	-2	0.0	-3	-5	0	1	-11
53	CNC(=O)NC(=O)C(OC(=O)CCNS(=O)(=O)c1ccccc1)c1ccccc1 (centres undefined)	-14	-1	0.2	-2	-8	11	11	3
54	Cc1ccc(CNC(=O)/C=C/c2ccc(S(=O)(=O)NCc3ccco3)cc2)cc1	44*	-5	43	3	-1	14	2	14
55	O=C(Cn1cnc2cc([N+](=O)[O-])ccc2c1=O)Nc1cccc(S(=O)(=O)N2CCCCC2)c1	-22	-5	0.5	/	/	4	8	-15
56	O=C(O)CCN1C(=O)C2C3C=CC(C3)C2C1=O (centres undefined)	-9	3	-0.8	3	0	1	-25	3
57	COc1cccc(CN2CCN(Cc3ccc(C#CC(C)(C)O)s3)CC2CCO)c1 (centres undefined)	-8	1	5.7	-1	-4	-1	16	-9
58	Cc1cccc(NC(=O)CSc2nsc(SCC(=O)Nc3cccc(C)c3)c2C#N)c1	16	14*	36	-1	-7	33	-7	2
59	COc1ccc2nc(C)cc(Nc3ccc(C(=O)O)cc3)c2c1	-6	0	-1.2	-6	-3	2	-5	-6
60	COC(=O)c1ccc(COC(=O)c2cccnc2Cl)cc1	11	1	-0.1	-2	-8	5	-19	1

Continuation:
No.	mol	EBI2 block	GRIN3A LBD mod	MPTP block	APOBEC3A inh	A3G deaminase	CCR6 antag	Gli-Sufu block	CXCR6 inh
61	C/C(=N/Nc1ccc([N+](=O)[O-])cc1)c1c[nH]c2ccccc12	35	29*	4.7	4	-3	70*	-14	38
62	Cc1ccc(C(C(=O)NCC2CCCO2)N(C(=O)c2snc(C(N)=O)c2N)c2ccccc2F)o1 (centres undefined)	-3	0	-0.2	2	-4	-11	6	-3
63	CC(C)(C)C(=O)Nc1nc(-c2ccccc2)ns1	0	-18	5.3	-4	-6	0	-129	-7
64	Cc1ccc(CNC(=O)CCCNS(=O)(=O)c2cccc3nonc23)cc1	-1	2	0.0	1	-2	9	5	3
65	S=C(Nc1ccc(Cl)c(Cl)c1)NC1CCCCC1	-2	23*	96*	0	2	17	-17	-14
66	CC(C)(C)C1CCc2c(sc3nc(SCC(N)=O)nc(N)c23)C1 (centres undefined)	-2	-2	-1.0	-2	0	16	-26	-15
67	Cc1ccccc1Nc1nc(N)nc(COC(=O)[C@@H](NC(=O)c2ccccc2Cl)C(C)C)n1	7	1	-0.7	-3	-8	12	-3	-5
68	CCOC(=O)c1cccc(NC(=O)CCc2nc(-c3ccccc3F)no2)c1	8	-8	-5.2	0	-2	6	-7	-13
69	COCc1[nH]c(=S)c(C#N)cc1C(=O)OC	0	0	1.8	0	22	12	7	8
70	CCCN(CC(=O)Nc1ccc(F)c(F)c1F)C(=O)c1ccc(N2CCCC2=O)cc1	-2	-1	-0.5	1	-4	5	1	-5
71	CC1=NN(C(=O)c2nn(C)cc2Br)C(O)(C(F)(F)F)C1 (centres undefined)	-10	2	-0.5	2	1	0	-2	-1
72	Cc1ccc(NC(=O)COC(=O)/C=C/c2cccs2)c(C)c1	5	-1	0.0	3	-7	12	-11	-3
73	CCC1(c2ccccc2)NC(=O)N(CC(=O)Nc2cc(S(=O)(=O)N3CCCCC3)ccc2OC(C)C)C1=O (centres undefined)	20	1	-1.0	6	8	14	-10	-1
74	CC(=O)Nc1ccc2nc(SCC(=O)Nc3ccc(N4CCOCC4)c(Cl)c3)sc2c1	0	25*	2.1	43	38	-15	-52	-8
75	CCCN(CC1CC1)C(=S)NC(=O)c1ccccc1Br	-3	0	-2.4	-8	-9	4	0	7

Pulled by structure from above, 5 records:
No.	mol	EBI2 block	GRIN3A LBD mod	MPTP block	APOBEC3A inh	A3G deaminase	CCR6 antag	Gli-Sufu block	CXCR6 inh
49	CCOc1ccc(-n2c(SCC(=O)Nc3ccc4c(c3)OCO4)nc3ccccc3c2=O)cc1	15	-6	1.6	5	-3	10	-3	9
59	COc1ccc2nc(C)cc(Nc3ccc(C(=O)O)cc3)c2c1	-6	0	-1.2	-6	-3	2	-5	-6
24	CC(C)CCN1C(=O)c2ccc(C(=O)Nc3ccc(O)cc3C(=O)O)cc2C1=O	7	8	0.0	-4	-8	-2	0	14
31	CCOC(=O)c1cnc(SCc2nc(N)nc(Nc3ccccc3)n2)nc1N	2	-6	-1.0	0	-1	1	0	-5
18	CC1(C)Cc2cccc(OCC(=O)Nc3cc(C(F)(F)F)ccc3N3CCOCC3)c2O1	6	1	-0.3	1	-1	3	10	3

Bioassay records deposited in PubChem by Sanford-Burnham Center for Chemical Genomics.
